b-catenin transl = modulators of beta-catenin nuclear translocation. HeLa beta-catenin nuclear translocation, immunofluorescence imaging. nuclear translocation activity, % at 5 µM. 190,000 tested, 0.3% active;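 active = nuclear translocation activity above 50% at 5 µM, with a well cell count of 50 or more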;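 also: per-cell ratio of nuclear to cytoplasmic median beta-catenin stain intensity; plate controls were DMSO negative control for no effect and GSK-3 inhibitor IX positive control for full effect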
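Technique: fluorescence imaging of beta-catenin antibody stain plus DAPI / Material: human HeLa cell line / Incubation: compound treatment 24 h, 37°C, 5% CO2 / Read-out basis: % activation of per-cell nuclear versus cytoplasmic median beta-catenin signal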
Autophagy mod = autophagy modulation, high-content screen | MEF GFP-LC3 puncta imaging; test concentration mostly 10 µM | calls only at 10 µM (by protocol) | 190,000 tested, 0.98% active;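 active = percentage of spot-positive cells more than 3 SD above its plate mean, without a fluorescence outlier flag or 80% toxicity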;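 also: spot-positive cell cutoff set from DMSO-treated cells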
MT stabilize HCS = stabilizes microtubules in HeLa cells; HeLa tubulin immunostaining HCS, 24 h; share of cells brighter than vehicle mean+2SD; % tubulin-high responders, % at 10 µM; 200,000 tested, 0.83% active;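 active = plate Z-score above 3 for both tubulin-high and condensed-nucleus cell shares, with cell loss under 80%, at 10 µM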;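 also: anti alpha tubulin signal scored within the nucleus-defined area of each cell; some results filed as inactive read as strong as hits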
XIAP displacement = small molecules displacing peptide from XIAP – biochemical, IAP family, fluorescence polarization (AID 1018). XIAP BIR domain, fluorescence polarization peptide displacement; higher % means a stronger effect. one-dose displacement, % at 20 µM; IC50 in µM for titrated hits. 200,000 tested, 0.007% active; in the data active = displacement above about 50%; also: a part of the inactive calls stands beside numbers as strong as those of hits
CSM14.1 death rescue = rescue of cells from ER stress-induced death, primary screen, 384-well, CSM14.1, thapsigargin, ATP luminescence (AID 1222); CSM14.1 thapsigargin-induced death rescue, ATP luminescence; higher % means a stronger effect; 190,000 tested, under 10 active; cellular ATP content (survival), % at 20 µM; hits with a dose series show EC50 in µM;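 active = EC50 below 50 µM in the dose-response confirmation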;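 also: death triggered by thapsigargin at about 15 µM added after 2 h compound pretreatment; cell ATP read after overnight thapsigargin exposure of roughly 18 to 22 hours; normalized against plate controls of thapsigargin alone and 5% DMSO vehicle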
Lipid droplet = modulators of hepatic lipid droplet formation; inhibition, % at 6.5 µM; AML12 mouse hepatocytes, oleate lipid droplets, BODIPY imaging; 240,000 tested, 0.4% active;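 active = lipid droplet intensity inhibited by at least 50%, with more than 500 cells counted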
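Assay system: AML12 mouse liver cells | Compound: 6.5 µM single-point dosing | Schedule: Overnight exposure | Technique: Fluorescence imaging, 20x objective, two fields per well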
WT yeast gro inh = growth inhibition of WT yeast, mitochondrial fusion screen; mitochondrial fusion phenotypic screen, WT strain; inhibition, % at 10 µM; 190,000 tested, 2.1% active; in the data active = inhibition above about 58%; tested in S. cerevisiae
Dynein transport = dynein cargo transport inhibition; 3617.4 mouse cells, GR-EGFP nuclear translocation imaging; test concentration mostly 20 µM; stimulated with dexamethasone, 1 µM; hits give low values; z-score, hits read low; 220,000 tested, 0.47% active; AID 1381;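 active = plate z-score of nuclear minus cytoplasmic receptor signal below a set negative limit, without overly bright fluorescence or cell loss, cut at about -3.5 in these data, passing the limit was not always enough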;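 also: z-score of nuclear minus cytoplasmic ring GR-EGFP intensity difference per well; some compounds called inactive have numbers as strong as hits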
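Buffer or medium – tet-free medium with charcoal-stripped serum · Signal – automated 10x imaging of fixed Hoechst-stained cells · Also added – dexamethasone agonist, 1.0 µM final, for 30 min · Incubation – induction 48 h, compound 1 h, agonist 30 min · Read-out – GR-EGFP nuclear translocation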
Ins promoter up = MIN6 insulin promoter up-regulation. AID 1625. MIN6 insulin promoter-GFP reporter, high-content imaging; hits give high values. 190,000 tested, 0.3% active. z-score at 5 µM;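 active = z-score above 3 at 5 µM with at least 500 cells counted in the well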
WT yeast gro inh mutant strain = recorded beside WT yeast gro inh, whose call it bears; inhibition, %; mitochondrial fusion phenotypic screen, mutant strain inhibition
Dynein transport cytoplasmic EGFP = also measured in Dynein transport; calls as there; z-score; measured here: cytoplasmic GR-EGFP intensity; hits give high values
Dynein transport nuclear GR-EGFP = further read-out of Dynein transport, marked with its call; z-score; measured here: nuclear GR-EGFP intensity;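 lower value marks the stronger effect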
Dynein transport cell count = recorded beside Dynein transport, whose call it bears; z-score; measured here: cell count per field
Ins promoter up cell count = second read-out of Ins promoter up, no call of its own (marks repeat the call); cell count; measured here: cytotoxicity, nuclei count;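 total cells summed across four imaged fields per well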
Lipid droplet cells 6.5 µM = second read-out of Lipid droplet, no call of its own (marks repeat the call); cell count; measured here: cell count, cytotoxicity flag;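 cells counted across two imaged fields per well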
b-catenin transl cell count 5 µM = second read-out of b-catenin transl, no call of its own (marks repeat the call); cell count; measured here: cell count, cytotoxicity flag
MT stabilize HCS Hoechst-high % = further read-out of MT stabilize HCS, marked with its call; % Hoechst-high responders; measured here: nuclear condensation Hoechst responders;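 share of cells brighter than vehicle mean plus two SD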
MT stabilize HCS cytotoxicity % = further read-out of MT stabilize HCS, marked with its call; toxicity, %; measured here: cytotoxicity by cell density;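 0% = mean cell density of plate MIN control wells and 100% = no cells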
Autophagy mod cell loss 18 h = also measured in Autophagy mod; calls as there; toxicity, %; measured here: cell loss, nuclei count;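 cell loss after 18 h compound exposure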
An asterisk follows results filed as active; i = inactive; / = not tested or not shown; & = joins results of further samples. This is a random part of the collection; about 4% have a hit in one of these screens.

SMILES	b-catenin transl	b-catenin transl cell count 5 µM	Autophagy mod	Autophagy mod cell loss 18 h	MT stabilize HCS	MT stabilize HCS Hoechst-high %	MT stabilize HCS cytotoxicity %	XIAP displacement	CSM14.1 death rescue	Lipid droplet	Lipid droplet cells 6.5 µM	WT yeast gro inh	WT yeast gro inh mutant strain	Dynein transport	Dynein transport cytoplasmic EGFP	Dynein transport nuclear GR-EGFP	Dynein transport cell count	Ins promoter up	Ins promoter up cell count
CC1Cc2ccccc2N1C(=O)CN1CCc2ccccc2C1 (stereo not drawn)	1.4	1117	i	-9	3.8	0.9	5.3	-3.2%	0.2%	/	/	35	18	1.5	-0.2	1.8	-0.29	0.21	1254
CC12CCC(C(=O)Nc3ncc([N+](=O)[O-])s3)(OC1=O)C2(C)C (stereo not drawn)	/	/	i	1	3.3	2.1	4.0	-6.2%	-3.2%	/	/	-8	9	-1.4	-0.24	-1.1	1.4	/	/
CN(c1ccccc1)c1ccc(/C=C/[N+](=O)[O-])cc1	-2.2	889	i	1	2.9	3.1	2.1	-5.2%	2.3%	-4	687	81	87	-3.6*	2.6*	-2*	0.81*	0.57	1004
CCOc1ccc(-c2cc(C(=O)OC)[nH]n2)cc1	-1.7	1060	i	-4	3.4	2.2	7.0	-7.3%	1.4%	-3	699	-18	6	0.46	-0.37	-0.37	-0.42	-0.13	1272
O=C(NCCCOc1cccc(CN2CCCCC2)c1)c1ccc(Cl)c(Cl)c1	-1.4	515	i	-3	2.9	2.7	6.3	3.7%	4.4%	-50	660	-11	-6	-0.8	-0.28	-0.61	0.66	-0.87	1505
OCC1(CCOc2ccccc2)CCN(Cc2cn[nH]c2-c2ccccc2)CC1	-0.1	999	i	1	2.3	2.3	7.8	-2.2%	-2.0%	-8	723	16	-2	-1.8	-0.089	-0.91	-0.63	/	/
COC(=O)c1c(-c2ccccc2)csc1NC(=O)C1CC=CCC1C(=O)O (stereo not drawn)	-6.1	1136	i	29	6.6	1.3	5.0	-4.7%	3.0%	3	657	-11	-1	-0.0096	-0.34	0.42	0.66	0.36	1537
COc1cc(CNC(C)c2ccccc2)cc(Cl)c1OCC(=O)Nc1ccccc1 (stereo not drawn)	8.2	740	i	27	2.1	1.7	4.6	0.8%	2.9%	-2	658	29	18	-0.19	-0.29	0.053	0.14	-0.39	1395
COCCCNC(=O)c1ccc(C2SCC(=O)N2Cc2ccco2)cc1 (stereo not drawn)	-3.3	1009	i	-6	2.6	2.6	5.8	-6.3%	/	-24	661	-9	-20	-0.76	-0.21	-0.35	1.1	-0.12	1394
O=C1CNC(=O)/C1=C/c1ccccc1	-0.1	530	i	-2	4.4	2.5	7.9	-4.8%	-0.2%	-4	707	-1	21	-0.71	-0.31	-0.65	0.26	0.99	1346
COc1ccccc1-c1ccc(=O)n(CC(=O)NCc2cccs2)n1	-0.1	1070	i	-17	2.1	1.4	2.3	-6.7%	/	5	672	0	8	-0.94	-0.25	-0.39	0.66	0.27	1254
COc1cccc(C(=O)C2CCCN(CC3=Cc4cc(OC)ccc4OC3)C2)c1 (stereo not drawn)	1.8	1168	i	5	1.1	1.1	3.9	-1.8%	-0.9%	-2	690	16	12	2.8	0.095	1.6	0.01	-0.59	1312
CC(C)CNC(=O)NC(=O)CSc1nc2ccccc2n1CC(C)C	-4.8	1272	i	-12	1.2	1.6	11	-0.9%	2.7%	3	761	-6	7	0.72	-0.14	0.83	-0.26	-0.55	981
COc1ccc2nc(/N=C(\N)NC(=O)C(C)(C)C)nc(C)c2c1	-1.3	988	i	27	6.2	3.7	12	-8.1%	-1.9%	0	717	13	18	2.1	-0.35	0.74	-0.65	/	/
COC(=O)[C@H](Cc1ccccc1)NC(=O)NCc1ccc(S(N)(=O)=O)cc1	-1.6	1160	i	-5	6.8	3.9	9.7	-2.8%	0.8%	5	776	-2	2	-1	-0.16	-0.39	0.58	0.56	1208

Limited to Autophagy mod cell loss 18 h, for some of the entries so far:
Molecule	Autophagy mod cell loss 18 h
COc1ccccc1-c1ccc(=O)n(CC(=O)NCc2cccs2)n1	-17
CCOc1ccc(-c2cc(C(=O)OC)[nH]n2)cc1	-4

Returning to the listing; the 2 compounds before the break are reprinted first.
SMILES	b-catenin transl	b-catenin transl cell count 5 µM	Autophagy mod	Autophagy mod cell loss 18 h	MT stabilize HCS	MT stabilize HCS Hoechst-high %	MT stabilize HCS cytotoxicity %	XIAP displacement	CSM14.1 death rescue	Lipid droplet	Lipid droplet cells 6.5 µM	WT yeast gro inh	WT yeast gro inh mutant strain	Dynein transport	Dynein transport cytoplasmic EGFP	Dynein transport nuclear GR-EGFP	Dynein transport cell count	Ins promoter up	Ins promoter up cell count
COc1ccc2nc(/N=C(\N)NC(=O)C(C)(C)C)nc(C)c2c1	-1.3	988	i	27	6.2	3.7	12	-8.1%	-1.9%	0	717	13	18	2.1	-0.35	0.74	-0.65	/	/
COC(=O)[C@H](Cc1ccccc1)NC(=O)NCc1ccc(S(N)(=O)=O)cc1	-1.6	1160	i	-5	6.8	3.9	9.7	-2.8%	0.8%	5	776	-2	2	-1	-0.16	-0.39	0.58	0.56	1208
CC(=O)Nc1ccc(S(=O)(=O)Nc2ccccn2)cc1	-0.4	1611	i	3	2.6	1.1	9.5	-0.7%	-0.8%	-2	745	-4	1	-0.027	-0.27	0.08	0.75	/	/
COc1ccc(S(=O)(=O)N[C@@H](Cc2ccc(Cl)cc2)C(=O)N2CC[C@@]3(O)CCCC[C@H]3C2)cc1	-1.1	1395	i	3	3.5	1.8	8.8	-1.5%	1.7%	/	/	12	-7	2.9	-0.086	1.8	-1.4	0.39	1506
Cc1ccc(CNS(=O)(=O)c2cccc3nsnc23)cc1	0.2	1064	i	6	3.4	1.6	3.5	-1.5%	0.0%	13	705	0	-23	-1.2	2.8	-0.52	-0.26	-1.3	1249
Cc1ccc(CNC(=O)Cc2cccs2)cc1	-4.1	1188	i	2	4.5	3.3	2.5	-2.2%	-4.1%	2	811	21	-25	-0.58	-0.23	-0.068	1.1	-0.4	916
FC(F)(F)c1cnc(COc2ccc(Cl)cc2Cl)c(Cl)c1	-0.1	1328	/	/	/	/	/	/	/	6	622	/	/	-1.4	-0.29	-0.063	0.26	-0.51	1061
O=C(Nc1ccc(F)cc1)N1CCN(c2ccc3nnc(-c4ccc(F)cc4)n3n2)CC1	/	/	i	-9	1.8	3.7	6.0	-4.4%	3.5%	/	/	-2	-12	-0.65	-0.26	-0.35	0.54	0.48	939
C=CCOC(=O)Nc1snnc1C	2.0	1399	i	-25	2.6	1.6	5.3	-7.5%	-1.1%	/	/	-27	-7	-0.11	-0.18	0.14	-0.25	0.27	1652
CCCC(C(=O)NC1=NCCS1)c1ccccc1 (stereo not drawn)	-0.8	1077	i	7	2.4	2.4	2.9	-7.8%	-1.8%	6	679	12	8	0.54	-0.15	0.33	-0.35	0.12	1248
Cn1nc(-c2ccc(C(=O)NCCO)cc2)c2ccccc2c1=O	1.4	1235	/	/	/	/	/	/	/	-13	572	/	/	2.3	-0.23	1.4	-1.1	-0.02	1024
Cc1cc(C)c(S(=O)(=O)N2CCCOC2CNC(=O)C(=O)NCCC2=CCCCC2)c(C)c1 (stereo not drawn)	3.8	539	i	2	3.5	2.4	9.5	-5.0%	-2.6%	-14	687	21	-4	-0.057	-0.24	0.15	0.21	-0.06	1258
CCc1ccc(NC(=S)Nn2cnnc2)cc1	3.7	994	i	12	1.5	2.0	3.7	-3.8%	-0.8%	3	677	-4	21	-1.1	-0.3	-0.075	0.54	-0.18	1068
CCc1ccccc1OCc1nc2ccc(S(=O)(=O)N3CCOCC3)cc2[nH]1	-1.9	1221	i	-1	2.4	1.1	8.6	-5.8%	-1.3%	4	773	10	11	1	-0.027	0.74	-0.28	-0.7	868
COc1cc(/C=N/NC(=O)c2cccnc2)ccc1OS(=O)(=O)c1ccc(C)cc1	-1.5	906	i	-5	2.3	2.3	3.1	-7.4%	-1.0%	2	683	-10	-16	-0.32	-0.27	-0.32	0.21	/	/
CCOC(=O)COc1ccc(C(=O)NC2CCCCC2)cc1	/	/	i	-4	1.6	0.8	3.5	-3.9%	/	-11	673	-4	3	1.1	-0.12	0.84	0.27	4.2*	1486*
CC(=O)[C@H]1CC[C@H]2[C@@H]3CCC4=CC(=O)CC[C@]4(C)[C@H]3CC[C@]12C	-2.4&0.4	452&908	i	10	5.9	1.3	23	-4.3%&-0.4%	-3.7%&0.2%	-5	693	41&29	8&24	-0.23	-0.075	0.091	-0.076	-0.73	1389
CN(CCC1CCCCO1)Cc1cn(C)nc1-c1ccc2c(c1)OCCO2 (stereo not drawn)	-1.6	1063	i	-2	3.7	2.4	4.8	-1.0%	-0.9%	-11	677	2	-7	-0.15	-0.37	-0.23	-0.14	-0.12	1411
CCC(C)C(NC(=O)OC(C)(C)C)C(=O)NC(C(=O)N1CCCC1C(N)=O)C(C)CC (stereo not drawn)	0.7	870	i	2	5.8	2.5	8.1	0.2%	-1.3%	/	/	-3	-9	0.15	0.16	0.82	-0.52	0.83	1265
COc1ccc(N2CCN(C(=O)NC34CC5CC(CC(C5)C3)C4)CC2)cc1	/	/	i	-5	1.2	1.4	2.7	-14%	0.1%	1	793	21	-1	0.22	-0.21	-0.12	0.41	-1.1	892
Cc1cc(C)nc(S/C=C/C(=O)c2ccccc2F)n1	5.4	1150	/	/	/	/	/	/	/	-16	673	/	/	-3.7*	0.62*	-2*	0.29*	0.55	1026
CC(C)(C)C1CCC2(CC1)NC(CO)(CO)CO2 (stereo not drawn)	/	/	i	6	5.0	0.8	5.2	-1.9%	2.9%	/	/	10	-11	-0.26	-0.24	0.19	0.47	/	/

Bioassay records: PubChem BioAssay, several laboratories
